# Screens: PubChem BioAssay, Sanford-Burnham Center for Chemical Genomics
# EphA4 KYL inhibition = inhibitors of EphA4 binding to KYL peptide, primary screen, biochemical, colorimetric, mouse EphA4 (AID 689) | EphA4-AP binding to KYL peptide, pNPP A405; higher % means a stronger effect | 62,000 compounds, 0.1% hits | inhibition, % at 10 µM; hits with a dose series show IC50 in µM | Ephrin type-A receptor 4 (Mus musculus); in the data active = a potency from the dose series; inactive = the rest, 99 in 100 with inhibition below about 22%
# Starred values were filed as active, the others as inactive. A portion of the library; rates above refer to the full screens.
EphA4 KYL inhibition,Structure
5%,CCOc1ccc(Nc2nc(Cc3nnc(SCC(=O)O)o3)cs2)cc1
0%,COc1cccc(NC(=O)Cc2ccc(C)cc2)c1
2%,CS(=O)(=O)c1ccc2nc(N)sc2c1
-14%,Cn1nnnc1SCC(=O)N(C1CCCCC1)C1CCCCC1
-6%,O=C(COC(=O)c1n[nH]c(=O)c2ccccc12)c1ccc(Cl)cc1
-3%,O=C(COC(=O)c1cn(-c2ccccc2)nc1-c1ccccc1)c1cccc([N+](=O)[O-])c1
0%,O=C(CSc1nc2ccccc2c(=O)n1CCCO)NCc1ccccc1
1%,CC1(C)Cc2ccccc2C2CC(O)C(=O)N21 (stereo not drawn)
0%,CCC1CCCCN1Cc1ccc(OC)c(OC)c1 (stereo not drawn)
-3%,C=CCn1c(SCn2nnc3ccccc3c2=O)nnc1-c1ccc(F)cc1
-8%,CCC(c1nnnn1C(C)(C)CC)N(CCCO)Cc1cc2cccc(C)c2[nH]c1=O (stereo not drawn)
-16%,COC(=O)C(=C/C(C)=C/N1CCOCC1)C(=O)OC
-17%,O=C1CSC(=O)N1CC(O)COc1ccc(Cl)cc1 (stereo not drawn)
-10%,CC(C)Sc1cc(N2CCOCC2)nc(-c2ccc(Cl)cc2)n1
1%,Cc1nc2ccccc2c2oc(C(=O)NC3CC3)cc12
-7%,Cn1c(CO)cnc1SCc1ccc([N+](=O)[O-])cc1
-2%,Cc1nc2n[nH]c(N)c2c2c1COC(C)(C)C2
-35%,CCc1ccccc1NC(=O)c1ccc(F)c(S(=O)(=O)N2CCC(C(N)=O)CC2)c1
-5%,CCOc1ccccc1NC(=O)C(=O)NCc1ccc(Cl)cc1
-8%,C/C(Cn1nc([N+](=O)[O-])cc1C)=N\NC(=O)c1ccc(O)cc1O
8%,Cc1cc(N2CCCC2)nc(-c2ccccc2O)n1
5%,O=C(c1ccc(-n2cnnn2)cc1)N1CCN(C(c2ccccc2)c2ccccc2)CC1
0%,CCCCOc1ccc(C)cc1CN(CCO)CCO
-6%,O=C(COC(=O)CCC(=O)c1ccc2c(c1)OCCO2)NCc1ccc2c(c1)OCO2
-11%,Cc1ccc(NC(=O)CCC(=O)NNS(=O)(=O)c2ccccc2)c(C)c1
-1%,COc1ccc(S(=O)(=O)N(CCc2ccccc2)CC(=O)O)cc1C
-3%,Cc1ccc(N2C(=O)C(Cl)=C(Nc3ccc(C)c(C)c3)C2=O)c(C)c1
-2%,O=C(Nc1cccc(Cl)c1Cl)c1cc2nc(-c3ccc([N+](=O)[O-])cc3)cc(C(F)(F)F)n2n1
-7%,COc1cccc(-n2c(C)nnc2SCC(=O)Nc2ccccc2N2CCOCC2)c1
2%,S=c1nc(-c2ccccc2)[nH]n1-c1ccccc1
4%,COC(=O)c1cc(OC)c(OC)cc1NC(=O)CSc1ccccc1
-4%,O=C(Nc1ccccc1F)c1ccc(-n2cncn2)nc1
0%,CCNCc1cc2cc(C)ccc2[nH]c1=O
-6%,Cc1ccc(S(=O)(=O)Nn2c(C)nnc2-n2nc(C)cc2C)cc1
1%,CCOC(=O)C(NC(=O)c1ccccc1)=C1CCCCC1
-5%,Cc1cc([N+](=O)[O-])ccc1-c1ccc(C(=O)Nc2ccc(O)c(-c3nc4ccccc4o3)c2)o1
-9%,CC(=O)c1ccc2c(c1)c1ccccc1n2C
-10%,CC1CCN(C(=O)C2CCN(S(=O)(=O)c3cccnc3)CC2)CC1
3%,COC(=O)[C@H](Cc1ccccc1)NC(=O)NCCC1=CCCCC1
-8%,NS(=O)(=O)c1ccc(CCNC(=O)[C@@H]2CCCN2S(=O)(=O)c2ccccc2F)cc1
-14%,O=C(O)CCC(=O)Nc1cccc(C(=O)Nc2cccc(Cl)c2)c1
-8%,CCN(CC)c1ccc(NC(=O)c2cccc(F)c2)c(C)c1
-7%,CCOC(=O)c1[nH]c(C)c(CCC(=O)O)c1C
-17%,CCOc1nc(NC(C)C)nc(NC(C)C)n1
-11%,COc1ccc(C2C(C#N)=C(N)Oc3c2oc(CO)cc3=O)c(OC)c1OC (stereo not drawn)
1%,CC(Oc1ccc(C(C)(C)C)cc1)c1ccnc2nc(/N=C/N(C)C)nn12 (stereo not drawn)
5%,O=C(NCc1ccc2c(c1)OCO2)c1cccc(F)c1
-6%,Cc1cccc(C(=O)N2N=C(c3ccc(Cl)cc3)CC2(O)C(F)(F)F)c1O (stereo not drawn)
-10%,O=C(c1cc(S(=O)(=O)N2CCCCC2)ccc1F)N1CCCCC1
0%,COc1ccc(NC(=O)c2nnn(Cc3ccc(SC)cc3)c2N)c(OC)c1

# Continued:
EphA4 KYL inhibition,Structure
4%,COc1cccc(OC)c1C(=O)Nc1ccc2ccccc2c1
-10%,Cc1ccc(C)c(SCc2noc(C(=O)NCC3CCCO3)c2C(=O)O)c1 (stereo not drawn)
-18%,O=C(NC1CC1)c1ccc(CS(=O)(=O)c2c(Cl)cccc2Cl)o1
43%,O=C1CC(c2ccco2)CC(O)=C1C=Nc1cc(Cl)ccc1O (stereo not drawn)
8%,O=C(Nc1ccc(-n2cnnn2)cc1)C1CCC1
0%,CCCCOC(=O)C1=C(C)Nc2ncnn2C1c1cccc(OC)c1 (stereo not drawn)
-7%,CCCCNS(=O)(=O)c1ccc2nc(SCC(=O)c3ccc(C#N)cc3)[nH]c2c1
-8%,COc1cc(/C=C/C(=O)O)cc(S(=O)(=O)NCCCO)c1OC
-9%,CCCOc1ccc(C(=O)Nc2cc(Cl)cc(Cl)c2)cc1
-4%,NC(=O)[C@H](Cc1cc2ccccc2s1)NC(=O)[C@@H]1CC2(CC(c3cccc(NC(=O)[C@@H]4CCC(=O)N4)c3)=NO2)CN1C(=O)/C=C/c1c(F)cccc1Cl (stereo partly drawn)
-9%,O=C1NC(NS(=O)(=O)c2ccccc2)(C(F)(F)F)C(=O)N1Cc1cccnc1 (stereo not drawn)
-9%,CCOCCCNS(=O)(=O)c1ccc(NC(=O)N2c3ccccc3Sc3ccccc32)cc1
7%,O=C(CCNc1ccc(F)cc1)c1cccc([N+](=O)[O-])c1
-8%,O=C(CSc1ncnc2c1nnn2-c1ccc(F)cc1)NCC1CCCO1 (stereo not drawn)
-4%,Cc1ccc(S(=O)(=O)Nc2nc(C)c(NC(=O)Nc3ccc(Cl)cc3Cl)s2)cc1
1%,COc1ccccc1CNC(=O)CSc1nc(N)c(C#N)c(-c2cccs2)c1C#N
0%,CCCCCc1c(C)nc(NCc2ccccc2)[nH]c1=O
-13%,Cc1ccc(-n2nnnc2SCc2nnc(-c3ccccc3Br)o2)cc1
-13%,CCC(=O)N1CCc2cc(S(=O)(=O)NC(C(=O)NC(C)c3ccccc3)C(C)C)ccc21 (stereo not drawn)
-9%,Cc1cccc(Oc2nc(-c3cccc([N+](=O)[O-])c3)nc3ccccc23)c1C
-16%,Cn1c(SC2C(=O)CC(C)(C)CC2=O)nnc1-c1ccco1
-2%,O=C(c1cccc(S(=O)(=O)N2CCOCC2)c1)N(CCO)Cc1ccccc1
-8%,Cc1cc([N+](=O)[O-])ccc1NC(=O)/C=C/c1ccc2c(c1)OCO2
-13%,CCOc1ccc(N2C(=O)CC(SCCN)C2=O)cc1 (stereo not drawn)
-12%,CCOC(=O)c1cnn(-c2nc(-c3cccc(F)c3)cs2)c1C(F)(F)F
-9%,c1ccc(-n2c(-c3ccncc3)nnc2-c2ccco2)cc1
3%,COc1cc(C(C)=O)ccc1OCC(=O)c1cc(C)n(C2CC2)c1C
-8%,N#CCSc1nnc2c(Cl)cc(Cl)cn12
0%,Clc1ccc(-c2noc(CSc3nnc(Cc4cccs4)n3-c3ccccc3)n2)cc1
-5%,Cc1c(N=Cc2ccc(Cl)o2)c(=O)n(-c2ccccc2)n1C
3%,COc1cccc(NC(=O)c2ccc(-n3cccn3)nc2)c1
1%,Cc1ccc(C2C3=C(CC(C)(C)CC3=O)NC3=C2C(=O)CC(C)(C)C3)o1
6%,Cc1nn(Cc2ccccc2)c(Cl)c1C(=O)OCc1nnc(-c2ccccc2)o1
-10%,O=c1[nH]n(-c2ncnc3c2cnn3-c2ccccc2)c(=O)c2ccccc12
-8%,COc1ccc(-c2csc(Cc3nnc4n3CCCCC4)n2)cc1OC
-2%,COc1ccccc1CC1CC(=O)N(c2ccc(I)cc2)C1=O (stereo not drawn)
-11%,Cc1cccc(N2CCN(C(=O)CCCSc3nc4ccccc4[nH]3)CC2)c1C
-6%,CCOc1ccccc1-n1c(SCC(=O)NC(C)(C)C)nnc1-c1ccoc1C
0%,Cc1ccc2nc(NC(=O)c3ccc4c(c3)OCO4)sc2c1
-4%,COc1ccc(Nc2nc(Nc3ccc(OC)cc3)nc(-n3[nH]c(=O)c(C)c3C)n2)cc1
-3%,COc1ccc(NC(=O)CN(c2cccc([N+](=O)[O-])c2)S(=O)(=O)c2ccccc2)cc1OC
-4%,CCOc1ccc(-c2nc(C#N)c(N3CCN(CC)CC3)o2)cc1
-12%,Cc1cc2nc(-c3cc(NC(=O)COc4ccc(Cl)cc4Cl)ccc3O)oc2cc1C
1%,COc1ccccc1N1CCN(/N=C/c2cc(Br)ccc2F)CC1
-1%,CCOC(=O)C1CCCN(C(=O)c2cn(CC)c(=O)c3cc(OC)c(OC)cc23)C1 (stereo not drawn)
-4%,COc1ccc(OC)c(NC(=O)c2cnc3n(c2=O)CCS3)c1
-17%,Cc1ccsc1C1NC(=O)c2c(sc3c2CCN(C)C3)N1 (stereo not drawn)
1%,O=P(O)(CCCCP(=O)(O)CCc1ccccc1)CCc1ccccc1
-4%,O=C(NC1CCCC1)C(c1ccc(Cl)cc1)N1CCc2ccccc21 (stereo not drawn)
-2%,Cc1cccc(NC(=O)c2ccc(Cn3cc(C(F)(F)F)ccc3=O)cc2)c1

# (next part)
EphA4 KYL inhibition,Structure
6%,Cc1ccc(NC(=O)c2ccc(CSc3nccc(C)n3)cc2)cc1
-18%,CC1(c2ccccc2)CC(c2ccccc2)=Nc2nonc2N1 (stereo not drawn)
-2%,CCOc1ccccc1NC(=O)/C=C/c1ccc(Cl)cc1
-10%,Cc1ccc(S(=O)(=O)Nc2nc3n(n2)C(c2ccc(Cl)cc2)CC(=O)N3)cc1 (stereo not drawn)
-4%,COc1ccc(-c2nnn(CC(=O)N(C3CCCCC3)C(C)C(=O)NC3CCCC3)n2)cc1OC (stereo not drawn)
-15%,COc1ccc(OC)c(-n2c(C)nc3cc(C(=O)O)ccc32)c1
3%,CC(C)=CC(=O)Nc1nnc(-c2cccnc2)s1
-9%,O=[N+]([O-])c1cc(/C=N/N2CCN(C3c4ccccc4-c4ccccc43)CC2)ccc1Cl
-10%,CCOC(=O)CSc1nc(NCc2ccco2)c2ccccc2n1
-10%,COc1cc(OC)c(C2CC(=O)N3CN(c4ccc(C)cc4)CSC3=C2C#N)cc1OC (stereo not drawn)
17%,Cc1cccc(C(=O)Nc2cc(-c3cccc(C)c3)[nH]n2)c1
11%,O=C(NCC1COc2ccccc2O1)c1ccco1 (stereo not drawn)
-6%,CCOC(=O)C(=Cc1ccc(F)cc1)C(=O)OCC
6%,C=CCn1cc(C(=O)OC)c(=O)c2cc(S(=O)(=O)N(CC)CC)ccc21
-14%,Cc1nc(-c2ccccn2)sc1C(=O)Nc1ccc(F)cc1F
-5%,CCn1ncc(C2=NOC(C(=O)NCCc3ccccc3)C2)c1C (stereo not drawn)
-13%,O=C(Nc1ccccc1)OCc1cc(-c2ccc(Cl)cc2)on1
-18%,N#CC1=C(N)Oc2n[nH]c(-c3ccccc3)c2C1c1ccncc1 (stereo not drawn)
-6%,Cc1ccc(Nc2nc3ccccc3o2)cc1F
-3%,COC(=O)CC1=C(C(=O)OC)C(c2cccc(OCC(N)=O)c2)C(C#N)=C(N)O1 (stereo not drawn)
-10%,COC(=O)c1cccc(NC(=O)c2ccc(S(=O)(=O)N3CCN(C)CC3)cc2)c1
2%,O=C(NC(=O)c1cccc(Cl)c1)OC[C@@H]1CCCN2CCCCC12 (stereo partly drawn)
-1%,O=C(NC1CCSC1=O)c1ccc(Oc2cccc(C(F)(F)F)c2)nc1 (stereo not drawn)
8%,CCN1CCN(c2nc3ccccc3nc2C(C#N)C(=O)OCc2ccccc2)CC1 (stereo not drawn)
3%,COC(=O)C1CCN(C(=O)c2ccc(NC(C)=O)cc2)CC1
-8%,O=C(NCC1CCCO1)c1cc2nc(-c3ccccc3)cc(-c3ccccc3)n2n1 (stereo not drawn)
-4%,C=CCSc1nnc(-c2nnc(SCC=C)n2CC)n1CC
-9%,COc1ccc(S(=O)(=O)N(CC(=O)NCC2CCCO2)c2ccc(F)cc2)cc1OC (stereo not drawn)
-12%,Cc1ccc(NC(=O)NCC(c2cccnc2)N2CCOCC2)cc1 (stereo not drawn)
